# Bioassay records deposited in PubChem by several laboratories.
# IDE inh – inhibitors of human insulin-degrading enzyme in cells | hit rate 0.41% among 320,000 | HEK cells, FAbetaB cleavage, fluorescence polarization | P14735 | inhibition, % at 5.59 µM;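 active means percent inhibition above the average of all tested compounds plus 3 SD, set per screening campaign, cut at about 16% in these data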;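 further: IDE supplied by intact live HEK cells; FP after avidin binding of uncleaved biotin substrate so inhibition keeps polarization high; 0% = DMSO wells and 100% = 60 µM reference IDE inhibitor Ii1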
# Target sequence (P14735 whole entry, looked up): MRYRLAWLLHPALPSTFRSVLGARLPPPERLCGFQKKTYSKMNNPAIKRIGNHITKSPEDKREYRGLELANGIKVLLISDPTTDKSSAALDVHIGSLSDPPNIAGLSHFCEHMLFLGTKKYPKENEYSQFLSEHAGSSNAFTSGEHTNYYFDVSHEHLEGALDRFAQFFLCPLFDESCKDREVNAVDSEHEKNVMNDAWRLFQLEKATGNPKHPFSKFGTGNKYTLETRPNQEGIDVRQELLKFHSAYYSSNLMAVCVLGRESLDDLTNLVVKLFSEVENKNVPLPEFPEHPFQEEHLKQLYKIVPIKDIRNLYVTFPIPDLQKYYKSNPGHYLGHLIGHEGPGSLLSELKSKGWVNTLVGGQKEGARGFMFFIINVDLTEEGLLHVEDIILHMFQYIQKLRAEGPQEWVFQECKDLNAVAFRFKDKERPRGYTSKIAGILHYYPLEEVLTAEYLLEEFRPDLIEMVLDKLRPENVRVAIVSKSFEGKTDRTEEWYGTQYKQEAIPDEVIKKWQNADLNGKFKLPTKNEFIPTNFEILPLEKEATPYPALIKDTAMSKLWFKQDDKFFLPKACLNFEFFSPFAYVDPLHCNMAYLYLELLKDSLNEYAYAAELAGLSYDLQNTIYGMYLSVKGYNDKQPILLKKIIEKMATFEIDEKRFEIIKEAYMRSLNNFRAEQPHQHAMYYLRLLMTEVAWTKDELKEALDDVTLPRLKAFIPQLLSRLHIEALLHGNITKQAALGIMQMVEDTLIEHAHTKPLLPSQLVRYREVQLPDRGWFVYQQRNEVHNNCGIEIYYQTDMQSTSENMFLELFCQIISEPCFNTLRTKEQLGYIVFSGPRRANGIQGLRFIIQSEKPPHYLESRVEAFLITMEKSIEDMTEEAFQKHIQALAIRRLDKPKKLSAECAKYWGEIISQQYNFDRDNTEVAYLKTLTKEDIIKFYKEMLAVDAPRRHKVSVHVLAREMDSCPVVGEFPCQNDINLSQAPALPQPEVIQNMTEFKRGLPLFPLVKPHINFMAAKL
# NALP1 yeast inh – blocks the NALP1 inflammasome reconstituted in yeast; S. cerevisiae NALP1/ASC/caspase-1 growth, X-gal OD620, 72 h; inhibition, % at 10 µM; hit rate 0.61% among 280,000; in the data active means inhibition mostly above about 24%, no sharp cut-off; inactive means mostly below about 32%; further: some compounds called inactive have numbers as strong as hits
# PHOSPHO1 inh – blocks human PHOSPHO1 phosphatase activity | inhibition, % at 13.3 µM | hit rate 1.1% among 290,000 | AID 1565 | recombinant PHOSPHO1, absorbance phosphatase assay; in the data active means inhibition above about 60%
# IDE act – activators of human insulin-degrading enzyme in cells | P14735 | HEK cells, FAbeta-B cleavage, fluorescence polarization; 0% vehicle, 100% cell-free pure enzyme wells | activation, % at 5.96 µM | hit rate 0.073% among 340,000 | AID 493087;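 active means activation above the mean of all tested compounds plus 3 SD, set per screening campaign, cut at about 17% in these data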
# IMP-1 inhibitor – blocks Pseudomonas aeruginosa IMP-1 metallo-beta-lactamase. purified IMP-1, nitrocefin hydrolysis, epi-absorbance fluorescence. inhibition, % at 5.6 µM. hit rate 0.45% among 290,000. AID 1556;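 active means inhibition above the mean plus 3 SD of all compounds in the same screening run, cut at about 4.5% in these data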;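 further: 0% = IMP-1 with DMSO and 100% = DMSO wells lacking enzyme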
#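 Test system: recombinant IMP-1 enzyme, purified / Medium: HEPES buffer pH 7.1 with ZnSO4 and Brij 35 / Doses: single dose, 5.6 µM / Times: 25 °C, 15 min preincubation, 25 min reaction / Detection: Epi-absorbance via hydrolysed-nitrocefin quenching of white-plate fluorescence, 480/530 nm, EDTA stop / Evaluation: percent inhibition from optical density relative to buffer-blank wells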
# GPR7 antag – human neuropeptides B/W receptor 1 antagonism; hit rate 1.1% among 290,000; AID 1861; inhibition, % at 4.4 µM; P48145; GPR7-expressing cells, fluorescence antagonist assay; in the data active means inhibition above about 16%, passing the limit was not always enough;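 further: cells stimulated with the agonist NPW; 0% = agonist with vehicle and 100% = vehicle without agonist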
# PfM18AAP inh – blocks P. falciparum M18 aspartyl aminopeptidase | recombinant PfM18AAP, H-Glu-NHMec fluorogenic cleavage | inhibition, % at 7.35 µM | hit rate 1.2% among 290,000 | AID 1822;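 active means inhibition above the campaign mean inhibition over all tested compounds plus 3 SD, cut at about 28% in these data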;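 further: 0% = plate median of test compound wells and 100% = 2 mM ZnCl2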
# pCIP destab – compounds decreasing mouse p/CIP protein stability. Q05BA5. hit rate 0.01% among 290,000. F442A p/CIP-EGFP cells, EGFP fluorescence, 16 h. decrease of EGFP signal, % at 10 µM;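 active means EGFP signal decrease of at least 30% at 10 µM or well 3 SD below plate mean, unless failing retest; inactive means the rest, including hits failing retest or dose response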; further: some compounds called inactive have numbers as strong as hits; many of its hits are not listed in these tables
# VIM-2 inhibitor – blocks Pseudomonas aeruginosa VIM-2 metallo-beta-lactamase; purified VIM-2, nitrocefin hydrolysis, epi-absorbance fluorescence; inhibition, % at 5.6 µM; hit rate 0.89% among 290,000; AID 1527;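 active means inhibition above the mean of all tested compounds plus 3 SD, cutoff set per screening run, cut at about 7.5% in these data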;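 further: red hydrolysis product quenches plate fluorescence so inhibitors raise well fluorescence; 0% = enzyme with DMSO and 100% = DMSO without enzyme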
# Numbers without * were called inactive; / = not tested or not shown.
# Keys: A = IDE inh; B = NALP1 yeast inh; C = PHOSPHO1 inh; D = IDE act; E = IMP-1 inhibitor; F = GPR7 antag; G = PfM18AAP inh; H = pCIP destab; I = VIM-2 inhibitor
CCc1nc(N2CCN(C(C)=O)CC2)c2c3c(sc2n1)CC(C(C)(C)C)CC3 (configuration not stated)
  A: 0	B: 20	C: 29	D: -2	E: -1.6	F: -28	G: 0	H: -2	I: -3.0
CCOc1ccc(C2NC(=O)NC(C)=C2[N+](=O)[O-])cc1OC (configuration not stated)
  A: 1	B: /	C: 8	D: -2	E: -0.2	F: -2	G: -8	H: -3	I: -1.1
COc1ccccc1/C=c1\sc2nc(-c3ccco3)nn2c1=O
  A: 4	B: /	C: 33	D: -1	E: -2.9	F: -6	G: -1	H: -3	I: -2.0
COc1ccc(C)cc1NC(=O)CN(C)S(=O)(=O)c1ccc2c(c1)n(C)c(=O)c(=O)n2C
  A: 7	B: 1	C: 60	D: 0	E: -4.1	F: -1	G: 5	H: 7	I: -2.8
Cc1cc(S(=O)(=O)N(Cc2cccs2)Cc2ccccc2F)ccc1-n1cnnn1
  A: -3	B: 21	C: 0	D: 1	E: -1.8	F: 1	G: 1	H: 2	I: -2.3
CCOC(=O)C1(CC2CCCCO2)CCN(S(=O)(=O)c2ccsc2)CC1 (configuration not stated)
  A: 1	B: 7	C: 26	D: 6	E: -0.2	F: -2	G: 3	H: 2	I: 0.4
Cc1nonc1N1CCN(Cc2cn[nH]c2-c2ccc3c(c2)OCO3)CC1
  A: -9	B: 1	C: 32	D: 3	E: -2.5	F: -10	G: 0	H: 2	I: -2.9
CCOC(=O)c1c(C)nc(C)c(C(=O)OCC)c1-c1ccccc1
  A: 5	B: 9	C: -3	D: 6	E: -1.5	F: -4	G: 0	H: 12	I: 1.5
CC(NC(=O)CN(c1cccc(C(F)(F)F)c1)S(=O)(=O)c1ccc(Cl)c([N+](=O)[O-])c1)c1ccccc1 (configuration not stated)
  A: 7	B: 2	C: -6	D: 4	E: -1.4	F: 46*	G: 0	H: -1	I: -3.8
CC(C)(C)c1ccc(OCC(=O)NNC(=S)NC(=O)c2ccco2)c(Br)c1
  A: -8	B: 11	C: -63	D: 5	E: -0.4	F: -17	G: -3	H: -19	I: -7.4
Cc1ccc(-c2nnc(SCC(=O)CC(=O)Nc3ccccc3)n2-c2ccccc2)cc1
  A: 2	B: -2	C: -105	D: 0	E: -1.7	F: 0	G: -3	H: 17	I: 4.4
CCC(C)[C@H](NC(=O)NCc1cccc(OC)c1)C(=O)OC (some centres not stated)
  A: -3	B: -16	C: 3	D: 1	E: -5.4	F: -10	G: -8	H: -16	I: -3.4
CCCCC1=CC2=C(c3ccco3)C(=O)C(C)(OC(=O)c3ccc(OC)cc3)C(=O)C2=CN1CCCCO (configuration not stated)
  A: 1	B: -1	C: 9	D: 0	E: /	F: /	G: /	H: 0	I: /
O=C(/C=C/c1ccccc1Cl)Nc1ccncc1
  A: 2	B: 14	C: 5	D: 1	E: -0.7	F: -13	G: 6	H: -4	I: -4.5
Cc1ccc(C(=O)CSC2=C(C#N)C(c3ccco3)CC(=O)N2)c(C)c1 (configuration not stated)
  A: 10	B: 3	C: 25	D: -2	E: -2.5	F: 41*	G: 5	H: -9	I: 0.7
CCS(=O)(=O)N1Cc2ccccc2CC1C(=O)NC(C)C12CC3CC(CC(C3)C1)C2 (configuration not stated)
  A: 4	B: 26	C: 0	D: 3	E: -1.9	F: -4	G: -6	H: -3	I: -2.4
CCCn1c(=O)c(C(=O)NCc2ccccc2OC)c(O)c2ccccc21
  A: 2	B: -2	C: /	D: 6	E: -3.6	F: -11	G: 0	H: -14	I: -2.6
CCOC(=O)c1c(-c2ccccc2)oc2ccc(O)c(CN3CCCC3)c12
  A: 0	B: 21	C: -4	D: 4	E: -0.6	F: 4	G: 1	H: 6	I: 1.4
O=C(CCn1c(=O)[nH]c2ccsc2c1=O)NCc1ccc(F)cc1
  A: 3	B: -12	C: 16	D: 4	E: -3.8	F: 1	G: 4	H: -5	I: 0.0
CC(C)(Cc1ccc(O)cc1)NC(=O)CC(=O)N=Nc1c(O)[nH]c2ccc(Br)cc12
  A: -3	B: 4	C: 12	D: 1	E: -2.0	F: 10	G: 4	H: 20	I: -2.9

# Part of the list above in order of SMILES length, smallest number first:
# Keys: A = IDE inh; B = NALP1 yeast inh; C = PHOSPHO1 inh; D = IDE act; E = IMP-1 inhibitor; F = GPR7 antag; G = PfM18AAP inh; H = pCIP destab; I = VIM-2 inhibitor
O=C(/C=C/c1ccccc1Cl)Nc1ccncc1
  A: 2	B: 14	C: 5	D: 1	E: -0.7	F: -13	G: 6	H: -4	I: -4.5
CCOC(=O)c1c(C)nc(C)c(C(=O)OCC)c1-c1ccccc1
  A: 5	B: 9	C: -3	D: 6	E: -1.5	F: -4	G: 0	H: 12	I: 1.5
O=C(CCn1c(=O)[nH]c2ccsc2c1=O)NCc1ccc(F)cc1
  A: 3	B: -12	C: 16	D: 4	E: -3.8	F: 1	G: 4	H: -5	I: 0.0
CCOc1ccc(C2NC(=O)NC(C)=C2[N+](=O)[O-])cc1OC (configuration not stated)
  A: 1	B: /	C: 8	D: -2	E: -0.2	F: -2	G: -8	H: -3	I: -1.1
CCOC(=O)C1(CC2CCCCO2)CCN(S(=O)(=O)c2ccsc2)CC1 (configuration not stated)
  A: 1	B: 7	C: 26	D: 6	E: -0.2	F: -2	G: 3	H: 2	I: 0.4
Cc1cc(S(=O)(=O)N(Cc2cccs2)Cc2ccccc2F)ccc1-n1cnnn1
  A: -3	B: 21	C: 0	D: 1	E: -1.8	F: 1	G: 1	H: 2	I: -2.3
CCc1nc(N2CCN(C(C)=O)CC2)c2c3c(sc2n1)CC(C(C)(C)C)CC3 (configuration not stated)
  A: 0	B: 20	C: 29	D: -2	E: -1.6	F: -28	G: 0	H: -2	I: -3.0
CCCCC1=CC2=C(c3ccco3)C(=O)C(C)(OC(=O)c3ccc(OC)cc3)C(=O)C2=CN1CCCCO (configuration not stated)
  A: 1	B: -1	C: 9	D: 0	E: /	F: /	G: /	H: 0	I: /
CC(NC(=O)CN(c1cccc(C(F)(F)F)c1)S(=O)(=O)c1ccc(Cl)c([N+](=O)[O-])c1)c1ccccc1 (configuration not stated)
  A: 7	B: 2	C: -6	D: 4	E: -1.4	F: 46*	G: 0	H: -1	I: -3.8

# Continuation.
# Keys: A = IDE inh; B = NALP1 yeast inh; C = PHOSPHO1 inh; D = IDE act; E = IMP-1 inhibitor; F = GPR7 antag; G = PfM18AAP inh; H = pCIP destab; I = VIM-2 inhibitor
O=C(c1ccccc1)N1CCCc2ccccc21
  A: -2	B: 13	C: -7	D: 6	E: 1.8	F: -8	G: -1	H: 0	I: -3.8
NC(=O)CC(NC(=O)Cc1ccc(Br)cc1)c1ccc(NCc2ccc(F)cc2)c([N+](=O)[O-])c1 (configuration not stated)
  A: -2	B: /	C: 16	D: 6	E: /	F: /	G: /	H: -15	I: /
Cc1ccc(S(=O)(=O)Nc2ccc3c(c2)OCCO3)cc1C
  A: 6	B: -1	C: 41	D: -2	E: -0.8	F: 19	G: -7	H: -14	I: 4.5
O=C(O)Cn1c(O)c(C2=c3ccccc3=NC2=O)sc1=O
  A: 6	B: -11	C: 18	D: -2	E: -3.7	F: 2	G: -2	H: -8	I: -4.2
N/C(=N/OC(=O)c1ccccc1F)c1nonc1N
  A: 3	B: -4	C: 41	D: 1	E: -2.4	F: 5	G: 3	H: -12	I: -5.2
O=S(=O)(NCC1CCCO1)c1ccc(-c2ccc(S(=O)(=O)NCC3CCCO3)cc2)cc1 (configuration not stated)
  A: -3	B: 10	C: 41	D: 3	E: -1.9	F: 3	G: -2	H: -33	I: -0.6
O=C(NCCCN1CCCC1=O)c1cc2nc(-c3ccco3)cc(C(F)(F)F)n2n1
  A: 1	B: 18	C: 27	D: 4	E: 1.1	F: -14	G: 3	H: -13	I: 4.3
COc1cc(OC)c(C(=O)NCc2ccco2)cc1OC
  A: 2	B: 11	C: 14	D: -2	E: -1.9	F: -8	G: 2	H: -6	I: -1.0
Cc1ccc(S(=O)(=O)N(CC(=O)N2CCN(c3ccccc3F)CC2)C2CCCCC2)cc1
  A: 1	B: 8	C: 30	D: 1	E: -3.1	F: -9	G: -13	H: 7	I: -3.1
CN1CCCC(OC(=O)/C(C#N)=C/c2ccccc2)C1 (configuration not stated)
  A: -3	B: -4	C: 0	D: 4	E: -2.2	F: -18	G: 3	H: 1	I: -2.0
Cc1cc(C)cc(OCC(=O)Nc2nc3ccc([N+](=O)[O-])cc3s2)c1
  A: -6	B: 0	C: -4	D: 3	E: -0.8	F: -2	G: -14	H: -3	I: -2.6
CSc1nc(C)cc(Oc2ccc(OCCOc3ccccc3)nn2)n1
  A: -1	B: -8	C: -7	D: -4	E: -3.9	F: 3	G: 6	H: 5	I: -2.7
Cc1cc(-c2ccc(Cl)cc2)oc(=O)c1NC(=O)c1ccccc1
  A: -4	B: -4	C: 29	D: 0	E: -3.1	F: -2	G: 3	H: -3	I: -2.7
COC(=O)[C@@H](NC(=O)Nc1cc(Cl)ccc1C)C(C)C
  A: 3	B: -8	C: 7	D: 3	E: 0.2	F: 5	G: -3	H: 6	I: -1.4
COc1cc(C(=S)N2CCOCC2)ccc1OC(=O)c1cc([N+](=O)[O-])c(C)c([N+](=O)[O-])c1
  A: 1	B: -5	C: -17	D: -1	E: -4.2	F: -2	G: 4	H: -4	I: -2.8
COc1cc2c(cc1OC)C(C)N(C(=O)C1COc3ccccc3O1)CC2 (configuration not stated)
  A: 1	B: -7	C: -7	D: 4	E: 0.6	F: 4	G: -3	H: -2	I: -0.5
CC(C)(C)n1nc2c(c1NC(=O)c1cccc(C(F)(F)F)c1)CS(=O)C2 (configuration not stated)
  A: 1	B: -5	C: -12	D: -2	E: -2.5	F: 2	G: -1	H: -14	I: -1.6
CCCc1c(O)nc(SCCN(CC)CC)n(C(=O)c2ccccc2)c1=O
  A: -1	B: 16	C: 25	D: 0	E: -3.3	F: -2	G: 1	H: -10	I: -1.9
CCOc1ccc(C2Nc3ccccc3C(CC)(CC)O2)cc1 (configuration not stated)
  A: -7	B: -6	C: 28	D: 2	E: -2.5	F: 2	G: -10	H: 3	I: -2.1
CN(CC(=O)Nc1ccccc1Br)C(=O)c1cccc([N+](=O)[O-])c1
  A: 3	B: 7	C: 31	D: 2	E: -2.8	F: -1	G: -1	H: -7	I: -4.0
Cc1[nH]nc(NCCO)c1[N+](=O)[O-]
  A: 9	B: 20	C: -1	D: -1	E: -2.8	F: -7	G: -2	H: -6	I: -2.1
Cc1cccc(-n2c(N)c(-c3nc4ccccc4n3C)c3nc4ccccc4nc32)c1
  A: 0	B: 8	C: -5	D: 4	E: -4.0	F: 0	G: 5	H: -10	I: -3.2
O=C1CCN(S(=O)(=O)c2cccs2)c2ccc(C(F)(F)F)cc2N1
  A: -5	B: -10	C: 20	D: -4	E: -1.6	F: -4	G: 1	H: 3	I: -4.1
NC(Cc1ccccc1)C(O)(c1ccccc1)c1ccccc1 (configuration not stated)
  A: 0	B: 3	C: 3	D: 2	E: -1.1	F: 8	G: -4	H: 1	I: 0.1
CCOc1ccc(N=Nc2ccc(O)c3ncccc23)cc1
  A: /	B: 28	C: 20	D: 3	E: -1.8	F: -6	G: -12	H: 7	I: -1.1
Cc1ccc(CSc2ccc(-c3cccs3)nn2)cc1
  A: -2	B: 27	C: 6	D: 3	E: -2.0	F: -7	G: -2	H: -8	I: -1.6
